# GSH fluor – compound fluoresces at 488/530 nm on GSH beads. fluorescence (KMESF) at 10 µM. 190,000 compounds, 0.25% hits. AID 1776. GSH beads flow cytometry, compound fluorescence 488/530 nm; hits give high values; in the data active means fluorescence above about 89;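 further: glutathione beads carrying GST-tagged Bcl family fusion proteins plus one bare bead set; values are compound well signal with DMSO vehicle wells as background; inactives centre near 16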
# Bim-Bcl-2 – human Bim-Bcl-2 interaction inhibition. inhibition, % at 10 µM. P10415. Bead-based flow cytometry, Bim peptide-Bcl-2 binding. 190,000 compounds, 0.06% hits; in the data active means inhibition above about 40%; inconclusive means no clear call, values can overlap the other calls;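 further: 0% = no compound wells with probe peptide and 100% = reference peptide inhibitor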
# Bim-Bfl-1 – human Bim-Bfl-1 interaction inhibition; Q16548; Bead-based flow cytometry, Bim-Bfl-1 binding inhibition; inhibition, % at 10 µM; 190,000 compounds, 0.12% hits;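 further: 0% = wells without compound plus tracer and 100% = blocker peptide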
# Bim-Bcl-XL – inhibitors of Bim-Bcl-XL interaction, human | Q07817 | Bim peptide-Bcl-XL binding, bead flow cytometry, fluorescence | inhibition, % at 10 µM | 190,000 compounds, 0.04% hits | AID 1007
# Target sequence (Q07817 whole entry, looked up): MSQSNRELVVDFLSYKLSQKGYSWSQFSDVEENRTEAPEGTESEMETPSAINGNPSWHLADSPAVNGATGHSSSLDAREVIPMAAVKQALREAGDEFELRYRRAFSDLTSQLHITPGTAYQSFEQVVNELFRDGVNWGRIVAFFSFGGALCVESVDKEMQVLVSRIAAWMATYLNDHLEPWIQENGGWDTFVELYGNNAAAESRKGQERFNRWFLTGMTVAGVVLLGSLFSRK
# Bim-Bcl-B – disrupts Bim peptide binding to human Bcl-B. bead-based flow cytometry. 190,000 compounds, 0.073% hits. AID 951. inhibition, % at 10 µM;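 further: 0% = tracer peptide without compound and 100% = reference inhibitor peptide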
# Target sequence (Q9HD36 whole entry, looked up): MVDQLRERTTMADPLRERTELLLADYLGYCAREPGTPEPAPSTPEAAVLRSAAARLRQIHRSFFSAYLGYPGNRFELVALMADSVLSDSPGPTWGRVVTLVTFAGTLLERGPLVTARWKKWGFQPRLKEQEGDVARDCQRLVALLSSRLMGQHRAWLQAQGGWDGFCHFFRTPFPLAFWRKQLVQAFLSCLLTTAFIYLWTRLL
# Bim-Bcl-W – disrupts Bim peptide binding to human Bcl-W. Q92843. 190,000 compounds, 0.02% hits. inhibition, % at 10 µM. bead-based flow cytometry. AID 952;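 further: 0% = bound tracer without compound and 100% = peptide blocker; higher means less fluorescent Bim peptide bound to Bcl-W beads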
# ABCB1 block – blocks JC-1 efflux by human ABCB1 transporter; 190,000 compounds, 0.067% hits; CCRF-Adr cells, flow cytometry; inhibition, % at 6.6 µM; P08183; AID 1326; in the data active means inhibition above about 40%;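 further: 0% = vehicle and 100% = reference inhibitor; higher value means more JC-1 retained so stronger ABCB1 efflux block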
# ABCG2 block – inhibitors of human ABCG2 transporter, ABCB1 counter-screen; IgMXP3 cells, JC-1 efflux, flow cytometry; inhibition, % at 6.6 µM; 190,000 compounds, 0.1% hits; AID 1325;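 active means inhibition above 80%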;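 further: 0% = DMSO and 100% = nicardipine control wells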
# Target sequence (Q9UNQ0 whole entry, looked up): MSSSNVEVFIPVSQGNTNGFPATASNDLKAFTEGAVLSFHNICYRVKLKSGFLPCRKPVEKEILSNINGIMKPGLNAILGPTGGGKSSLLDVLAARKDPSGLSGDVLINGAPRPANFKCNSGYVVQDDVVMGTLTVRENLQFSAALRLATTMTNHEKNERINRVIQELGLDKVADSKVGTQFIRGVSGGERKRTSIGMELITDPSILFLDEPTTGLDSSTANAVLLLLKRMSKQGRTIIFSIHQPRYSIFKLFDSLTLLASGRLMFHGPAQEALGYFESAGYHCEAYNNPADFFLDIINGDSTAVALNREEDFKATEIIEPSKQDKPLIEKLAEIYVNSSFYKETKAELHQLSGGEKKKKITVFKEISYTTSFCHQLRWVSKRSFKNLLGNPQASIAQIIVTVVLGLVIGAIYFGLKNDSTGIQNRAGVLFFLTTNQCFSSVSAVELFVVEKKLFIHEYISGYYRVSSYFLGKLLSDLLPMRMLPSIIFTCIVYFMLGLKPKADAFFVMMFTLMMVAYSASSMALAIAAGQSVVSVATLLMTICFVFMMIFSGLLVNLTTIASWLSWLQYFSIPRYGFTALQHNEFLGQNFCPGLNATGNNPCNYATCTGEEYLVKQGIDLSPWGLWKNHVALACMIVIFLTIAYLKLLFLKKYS
#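 Test system: IgMXP3 (ABCG2) plus far-red-tagged CCRF-Adr (ABCB1) cells. Reagent: JC-1 dye as substrate. Timing: 10 min exposure at 25 °C with rotation, no wash. Measured by: flow cytometric JC-1 green MFI at 530 nm. Read-out: percent efflux inhibition, scaled nicardipine 100% to DMSO 0%. Control set: nicardipine and DMSO wells.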
# RGS8-Gao – modulates binding of RGS8 to human Galphao | 220,000 compounds, 0.34% hits | multiplexed bead flow cytometry; actives lie on both sides | response (percent of control binding), % at 10 µM; in the data active means response below about 60% or above about 140%; inactive means in between;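 further: Galphao activated as the GDP aluminium fluoride complex binding bead-coupled RGS8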
# RGS7-Gao – human RGS7-Galphao interaction regulation; P09471; Multiplexed bead flow cytometry, RGS7-Galphao binding; actives lie on both sides; binding response (% of control), % at 10 µM; 220,000 compounds, 0.35% hits; in the data active means binding response below about 49% or above about 150%; inconclusive means no clear call, values can overlap the other calls; inactive means in between;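 further: fluorescent Galphao held in activated GDP-AlF4 state binding bead-coupled RGS7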
# RGS4-Gao reg – human RGS4-Galphao interaction regulation; P09471; binding response (% of control), % at 10 µM; Multiplexed bead flow cytometry, RGS4-Galphao binding; actives lie on both sides; AID 1415; 220,000 compounds, 0.33% hits; in the data active means binding response below about 49% or above about 150%; inactive means in between;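 further: fluorescent Galphao activated with aluminum fluoride binding bead-coupled RGS4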
# Numbers without * were called inactive; ? = inconclusive. Unless noted, no stated cut-off is given here; in the data, active means inhibition above about 40%.
SMILES,GSH fluor,Bim-Bcl-2,Bim-Bfl-1,Bim-Bcl-XL,Bim-Bcl-B,Bim-Bcl-W,ABCB1 block,ABCG2 block,RGS8-Gao,RGS7-Gao,RGS4-Gao reg
CCN(CC)c1nc(C#N)nc(N(CC)CC)n1,24,-5,-11,-6,-8,-2,0.3,2,104,101,104
CCc1nnc(NC(=O)CSc2nnc(-c3cccnc3)n2C)s1,19,-2,-3,-2,0,0,-0.5,-5,96,?,91
CCOC(=O)Cc1nnc(Nc2cccc(O)c2)c2ccccc12,9,-1,-1,-8,-5,-3,0.1,2,122,102,108
O=C(c1cccc(S(=O)(=O)N2CCOCC2)c1)N1CCN(S(=O)(=O)c2cccs2)CC1,12,-3,-6,-3,-2,-2,1.4,10,103,?,105
O=c1[nH]nc(SCc2nc3ccccc3s2)n1C1CC1,12,0,-3,-1,-3,-1,-0.4,3,104,111,102
CC(C)(C)n1cnc2cc(NS(=O)(=O)c3ccccc3)ccc21,14,-1,-1,-2,-2,-3,0.3,1,98,100,98
COc1ccc(C2CC(c3ccccc3)=NN2C(=S)Nc2ccccc2)cc1 (stereo not given),9,-5,-3,-15,-8,-12,-0.4,-1,102,109,104
Cc1nccn1CC(=O)N/N=C/c1cccc(O)c1,4,3,1,0,-2,0,-0.3,-1,98,98,98
Nc1nc(CN2CCN(c3ccc(F)cc3)CC2)nc(N2CCCc3ccccc32)n1,55,-1,-3,-2,-1,-1,0.3,0,105,104,104
CC(C)(C)C(=O)COc1ccccc1[N+](=O)[O-],12,-1,-6,-1,-1,1,0.3,-2,99,128,104
COC(=O)c1sc(-c2ccccc2)cc1NC(=O)c1ccc(F)cc1,19,-9,-15,-8,-11,-10,-0.1,4,100,100,100
COc1ccccc1OCc1nc(C#N)c(NCc2ccco2)o1,25,-17,-22,-6,-10,-2,-0.3,3,99,101,99
CC1CC(C)CN(C(=S)Nc2ccc3nc4n(c(=O)c3c2)CCCCC4)C1 (stereo not given),4,-1,1,-7,-7,-4,3.4,5,101,98,98
CCCC1=NN(C(=O)CCc2ccccc2O)C(O)(C(F)(F)F)C1 (stereo not given),10,-6,-14,0,-2,-1,0.8,17,101,105,103
O=C(CN(C(=O)c1cccc([N+](=O)[O-])c1)C1CCCCC1)Nc1ccc(Cl)c([N+](=O)[O-])c1,3,-4,0,-5,-4,-2,1.7,16,103,98,100
Nc1ccc(N2CCCCC2)cc1N1CCCCC1,10,7,8,-2,0,6,-4.9,-5,87,78,89
O=C(NCc1ccccc1)C1CCCN(S(=O)(=O)c2cccs2)C1 (stereo not given),35,-11,-15,-5,-8,-3,0.1,0,113,140,134
COCCn1c(=S)[nH]c2ccc(N(C)C)cc2c1=O,12,2,8,0,-13,2,0.1,1,98,96,96
O=C(CCc1ccccc1)Nc1nc2n(n1)C(c1ccc(Cl)cc1)CC(=O)N2 (stereo not given),67,-3,-5,-2,-4,-4,0.6,2,102,103,104
CC(C)(CNC(=O)c1cccs1)CNC(=O)c1cccs1,23,-1,-1,0,-3,-1,1.1,5,98,100,101
CC(=O)c1c(C)[nH]c(C(=O)N2CCc3ccccc3C2)c1C,25,-11,-5,-21,-18,-15,0.9,3,102,97,99
COc1cccc(-c2cc(C(=O)NCCN3CCOCC3)no2)c1,4,-6,-11,-7,-6,0,0.9,4,100,98,96
Cc1ccc(S(=O)(=O)CCc2nc3ccccc3[nH]2)cc1,15,-8,-7,-3,-4,-2,1.1,3,96,92,93
O=C(c1cccnc1)N1CCN(S(=O)(=O)c2ccc(S(=O)(=O)N3CCCC3)cc2)CC1,37,-4,-8,-16,-5,0,-2.0,-3,102,100,99
CCOC(=O)CSc1nnc(COc2cccc(C)c2)o1,13,-5,-5,-1,-1,-2,0.0,1,103,99,103

# (further entries)
SMILES,GSH fluor,Bim-Bcl-2,Bim-Bfl-1,Bim-Bcl-XL,Bim-Bcl-B,Bim-Bcl-W,ABCB1 block,ABCG2 block,RGS8-Gao,RGS7-Gao,RGS4-Gao reg
COCCNC(=O)/C(C#N)=C/c1ccc(C)o1,10,-5,-3,0,-2,0,-0.1,0,98,97,90
CCn1c(Cc2cccn2C)nnc1SCC(=O)c1ccc(C)cc1,39,-8,-9,-5,-8,0,2.0,10,98,102,99
CCN1CCN(CC(=O)Nc2ccc(Cl)c(S(=O)(=O)N(C)C)c2)CC1,10,0,-5,-1,-2,1,-0.1,-1,100,98,99
CSc1c(CC(=O)Nc2ccccc2C(F)(F)F)n(Cc2ccccc2)c2ccccc12,8,10,12,12,5,7,-0.3,7,97,102,102
Cc1ccc(NC(=O)CNc2ccccc2CN(C)C2CCCCC2)cc1,15,-4,-1,0,0,0,1.1,7,101,?,103
COc1ccc(NC(=O)CCc2nc(-c3ccc(C)cc3)no2)c(OC)c1,23,-10,-16,-5,-7,-1,0.9,51,100,103,103
COC(=O)Cn1c(O)c(N=NC(=O)c2ccc3c(c2)OCO3)c2ccccc21,13,-2,-3,0,-3,-1,0.5,8,102,103,101
S=c1sc(SCCOc2ccccc2)nn1-c1ccccc1,11,-11,-14,-9,-9,-5,0.3,12,95,98,95
O=C(NC1=NCCS1)NC12CC3CC(CC(C3)C1)C2,18,84*,60*,18,84*,15,0.0,6,102,102,103
COC(=O)CSC1=C(C#N)C(=O)NC2(CCCCC2)S1,10,-8,-6,-5,-8,-4,-0.3,-3,99,100,99
CCc1ccccc1NC(=O)CSC1=C(C#N)C(c2ccc3c(c2)OCO3)C2=C(CCCC2=O)N1 (stereo not given),4,-4,-7,-2,-4,0,0.1,1,101,105,103
COc1cc(OC)c(NC(=O)c2ccc(Br)o2)cc1Cl,13,0,0,0,0,1,0.9,8,98,103,104
Cc1ccc(NC(NC(=O)c2cccs2)C(Cl)(Cl)Cl)cc1 (stereo not given),10,-3,-10,1,-7,1,0.0,0,96,102,96
Cc1cc(C2=NNC(=NC3CCCCC3)SC2)c(C)n1-c1c(C)n(C)n(-c2ccccc2)c1=O,5,0,2,-4,-1,1,-0.2,2,101,96,98
Cc1cc(C(=O)COc2cccnc2[N+](=O)[O-])c(C)n1Cc1cccs1,13,-2,-2,-4,-5,-2,1.1,9,96,92,96
CCN(CC)S(=O)(=O)c1cccc(C(=O)Nc2ccccc2C(=O)N2CCOCC2)c1,36,-4,-10,-4,-5,0,0.7,1,107,96,99
Cc1ccc(NC2=NC(c3ccc(O)cc3)n3c(nc(C)cc3=O)N2)cc1 (stereo not given),37,-10,-10,-6,-7,0,0.0,-1,103,105,104
Cc1ccc(NC(=O)c2ccco2)c(NC(=O)c2cccs2)c1,19,0,-1,2,2,4,0.3,3,100,99,96
COc1ccc(CNC(=O)C(=O)NCC(c2ccco2)N2CCOCC2)cc1 (stereo not given),13,-4,-6,-3,-5,-5,0.0,-1,99,102,102
O=S(=O)(Oc1ccccc1/C=N/n1cnnc1)c1ccccc1,11,0,-6,0,-7,0,0.5,6,100,?,99
CC(=O)c1cccc(NC(=O)c2cc(-c3ccc(F)cc3)on2)c1,13,7,0,-2,1,-3,-0.4,10,100,95,99
COc1cc(/C=C2\SC(=S)N(N3CCOCC3)C2=O)cc(OC)c1OC,17,-1,-5,-6,-21,-5,-0.4,-1,98,98,101
NC(=O)C1CCN(C(=O)Cc2ccc([N+](=O)[O-])cc2)CC1,10,-1,-6,-3,-2,0,0.5,0,102,103,103
COc1ccc(-c2nc(C)ncc2-c2csc(C)n2)c(O)c1,15,-1,-12,-4,-6,1,0.3,2,99,97,97
CCCOc1cc(C)c(S(=O)(=O)n2ccc(C)n2)cc1C,27,-12,-17,-25,-11,-2,0.8,3,100,100,101

# 6 entries from above, sorted by their value in Bim-Bcl-W, falling.
SMILES | GSH fluor | Bim-Bcl-2 | Bim-Bfl-1 | Bim-Bcl-XL | Bim-Bcl-B | Bim-Bcl-W | ABCB1 block | RGS8-Gao | RGS7-Gao | RGS4-Gao reg
COc1cc(OC)c(NC(=O)c2ccc(Br)o2)cc1Cl | 13 | 0 | 0 | 0 | 0 | 1 | 0.9 | 98 | 103 | 104
CCn1c(Cc2cccn2C)nnc1SCC(=O)c1ccc(C)cc1 | 39 | -8 | -9 | -5 | -8 | 0 | 2.0 | 98 | 102 | 99
COC(=O)Cn1c(O)c(N=NC(=O)c2ccc3c(c2)OCO3)c2ccccc21 | 13 | -2 | -3 | 0 | -3 | -1 | 0.5 | 102 | 103 | 101
Cc1cc(C(=O)COc2cccnc2[N+](=O)[O-])c(C)n1Cc1cccs1 | 13 | -2 | -2 | -4 | -5 | -2 | 1.1 | 96 | 92 | 96
COC(=O)CSC1=C(C#N)C(=O)NC2(CCCCC2)S1 | 10 | -8 | -6 | -5 | -8 | -4 | -0.3 | 99 | 100 | 99
COc1ccc(CNC(=O)C(=O)NCC(c2ccco2)N2CCOCC2)cc1 (stereo not given) | 13 | -4 | -6 | -3 | -5 | -5 | 0.0 | 99 | 102 | 102

# Entries above shown as hits in Bim-Bcl-2:
mol	GSH fluor	Bim-Bcl-2	Bim-Bfl-1	Bim-Bcl-XL	Bim-Bcl-B	Bim-Bcl-W	ABCB1 block	RGS8-Gao	RGS7-Gao	RGS4-Gao reg
O=C(NC1=NCCS1)NC12CC3CC(CC(C3)C1)C2	18	84*	60*	18	84*	15	0.0	102	102	103

# Reprinted from the listing for reference:
SMILES,GSH fluor,Bim-Bcl-2,Bim-Bfl-1,Bim-Bcl-XL,Bim-Bcl-B,Bim-Bcl-W,ABCB1 block,ABCG2 block,RGS8-Gao,RGS7-Gao,RGS4-Gao reg
O=S(=O)(Oc1ccccc1/C=N/n1cnnc1)c1ccccc1,11,0,-6,0,-7,0,0.5,6,100,?,99
CC(=O)c1cccc(NC(=O)c2cc(-c3ccc(F)cc3)on2)c1,13,7,0,-2,1,-3,-0.4,10,100,95,99
COc1cc(/C=C2\SC(=S)N(N3CCOCC3)C2=O)cc(OC)c1OC,17,-1,-5,-6,-21,-5,-0.4,-1,98,98,101
NC(=O)C1CCN(C(=O)Cc2ccc([N+](=O)[O-])cc2)CC1,10,-1,-6,-3,-2,0,0.5,0,102,103,103

# The list continues:
SMILES,GSH fluor,Bim-Bcl-2,Bim-Bfl-1,Bim-Bcl-XL,Bim-Bcl-B,Bim-Bcl-W,ABCB1 block,ABCG2 block,RGS8-Gao,RGS7-Gao,RGS4-Gao reg
COc1ccc(/C=N/NC(=O)c2ccoc2C)cc1OC,6,-1,0,-3,-6,-2,0.6,6,98,98,99
CS(=O)(=O)N(CC(=O)N1CCN(c2ccccc2)CC1)C1CCCCC1,12,-5,1,-1,-6,-2,0.5,1,107,103,103
COc1cc(/C=N/NC(=O)COc2c(C)cc([N+](=O)[O-])cc2C)ccc1OC(=O)c1ccccc1Br,9,-1,0,-4,0,-2,1.5,5,103,101,98
CC(C)CCNC(=O)COc1ccc2c(c1)C(=O)CC(C)(C)O2,10,-6,-10,-6,-10,0,0.5,3,99,98,103
COC(=O)c1c(NC(=O)/C=C/C(=O)O)sc(Cc2ccccc2)c1C,6,-2,0,-8,-6,-2,-0.1,1,102,101,102
COCCCNC(=S)N1CCC(NC(=O)Nc2ccc(C)cc2)CC1,15,0,4,-1,-5,0,-0.2,-1,88,100,104
COc1ccc(NC(=S)Nc2ccc3snnc3c2)cc1,26,-2,0,-4,-11,-1,-0.2,0,106,106,102

# Screens: PubChem BioAssay, NMMLSC

# Rows are unselected (roughly 1.1% active in at least one column).
